High-throughput results from PubChem.
ADAM17 inh: inhibits human ADAM17 | P78536 | recombinant ADAM17, EDANS/DABCYL FRET peptide cleavage | inhibition, % at 6.95 µM | hit rate 0.83% among 370,000;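 active means inhibition above the mean of compounds lying between control limits plus 3 SD, set per campaign, cut at about 8.5% in these data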;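 further: 0% = DMSO-only wells as the low control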
ARFGAP1 inhibitor: inhibits rat ARF GTPase activating protein 1. Arfgap1-stimulated ARF1 GTP hydrolysis, GDP FP detection. inhibition, % at 16.5 µM. hit rate 0.26% among 360,000. Q62848. AID 651572;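 active means inhibition above a per-plate limit, mean inhibition of low control wells plus 3 SD, cut at about 25% in these data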;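 further: 0% = DMSO wells with enzyme and 100% = wells lacking Arfgap1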
Target sequence (Q62848 1-136 limits assumed): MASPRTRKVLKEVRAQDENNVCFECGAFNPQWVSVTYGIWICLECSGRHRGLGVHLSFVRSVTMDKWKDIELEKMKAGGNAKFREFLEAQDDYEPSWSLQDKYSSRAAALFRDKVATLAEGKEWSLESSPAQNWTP
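Material – truncated rat Arfgap1 GAP domain · Buffer or medium – HEPES-based buffer, pH 7.5 · Reagent – human ARF1(Δ1-17)-GTP substrate · Dosing – 16.5 µM single point, 1.26% DMSO · Schedule – GTP hydrolysis reaction 2 h at 25 °C · Technique – GDP detection by fluorescence polarization · Benchmarks – No-Arfgap1 wells (100%) versus DMSO full-reaction wells (0%) · Repeats – single replicate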
proKLK7 act: activators of human kallikrein-7 zymogen; purified proKLK7, EDANS-DABCYL substrate fluorescence; 100% is mature enzyme control, 0% vehicle; AID 652039; activation, % at 7 µM; hit rate 0.9% among 370,000;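 active means activation above the mean of all tested compounds plus 3 SD, computed per campaign excluding outliers beyond control limits, cut at about 13% in these data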
ADAM10 inh: ADAM10 inhibition, QFRET primary screen. O14672. recombinant ADAM10, EDANS/DABCYL FRET peptide cleavage, 3 h. inhibition, % at 7 µM. hit rate 0.62% among 370,000. AID 720582;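 active means inhibition above a per-campaign cutoff equal to the mean of compounds falling between control-based bounds plus 3 SD, cut at about 20% in these data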;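 further: 0% = DMSO wells while the 100% control is not disclosed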
DDE Tn7 FP inh: DD(E)-Tn7 binding inhibition, primary FP screen | hit rate 0.13% among 370,000 | P02675 | inhibition, % at 8.3 µM | AID 720508 | FP displacement of FITC-Tn7 peptide from fibrin DD(E); 0% = median of compound wells per plate;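 active means inhibition above the mean of compounds falling within the control limits plus 3 SD of them, cut at about 14% in these data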;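 further: 0% = plate median of compound wells and 100% = 10 µM Aha-Tn7 peptide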
Target sequence (P02675 whole entry, looked up): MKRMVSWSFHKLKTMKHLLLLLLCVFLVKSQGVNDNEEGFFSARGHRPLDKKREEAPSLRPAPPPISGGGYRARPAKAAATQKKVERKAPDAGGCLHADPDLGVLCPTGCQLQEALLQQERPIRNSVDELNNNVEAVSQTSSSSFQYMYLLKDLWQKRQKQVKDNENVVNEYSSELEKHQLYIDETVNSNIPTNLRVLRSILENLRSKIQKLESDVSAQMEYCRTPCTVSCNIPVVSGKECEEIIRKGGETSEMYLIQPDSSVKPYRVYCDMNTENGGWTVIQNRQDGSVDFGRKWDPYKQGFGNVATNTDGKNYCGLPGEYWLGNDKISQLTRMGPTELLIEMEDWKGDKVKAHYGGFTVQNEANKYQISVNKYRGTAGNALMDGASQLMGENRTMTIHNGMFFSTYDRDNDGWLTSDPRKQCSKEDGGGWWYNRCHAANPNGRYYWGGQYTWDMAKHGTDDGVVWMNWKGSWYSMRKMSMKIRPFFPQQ
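Assay system: Fibrin-DD(E) protein isolated from polymerized human fibrin clots; read-out basis: percent inhibition; medium: Tris/NaCl/CaCl2 buffer, pH 7.8; signal: FP measurement; incubation: 10 min plus 3 h, room temperature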
LEDGF integ inh: blocks HIV-1 LEDGF/p75-dependent DNA integration; TR-FRET IN-LEDGF/p75 DNA integration, Eu/Cy5; inhibition, % at 3.7 µM; hit rate 0.64% among 370,000; AID 743269;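 active means inhibition above the screen-wide mean plus 3 SD, cut at about 13% in these data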;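 further: signal is the Cy5 over europium emission ratio at 671 and 618 nm; 0% = plate median of compound wells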
ASAP1 GAP inh: ASAP1 ArfGAP inhibition | hit rate 0.19% among 360,000 | ASAP1-stimulated ARF1 GTP hydrolysis, GDP FP detection | inhibition, % at 16.5 µM | Q9ULH1; in the data active means inhibition above about 25%;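 further: 0% = vehicle with enzyme and substrate and 100% = no enzyme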
DDE Tn6 FP inh: inhibitors of Tn6 peptide binding to human fibrin DD(E) | P02675 | Fibrin DD(E) TRITC-Tn6 fluorescence polarization displacement | inhibition, % at 8.3 µM | hit rate 0.21% among 370,000 | AID 720509;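 active means inhibition above a per-campaign cutoff: mean of compounds within control limits plus 3 SD, cut at about 15% in these data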;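 further: 0% = median of all compound wells on the plate and 100% = blocking peptide control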
PLCg1 inh: PLC-gamma1 (human) inhibition, primary screen | purified PLC-gamma1, fluorogenic substrate, fluorescence | inhibition, % at 12.2 µM | P19174 | hit rate 0.84% among 370,000; in the data active means inhibition above about 9.5%
TDP2 inh: blocks human TDP2 phosphodiesterase activity; recombinant TDP2, T5PNP hydrolysis, p-nitrophenol absorbance 415 nm; inhibition, % at 12.8 µM; hit rate 0.34% among 370,000;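 active means inhibition above the mean of all tested compounds plus 3 SD, set per campaign, cut at about 25% in these data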;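 further: 0% = DMSO with enzyme and 100% = buffer with substrate but no TDP2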
Target sequence (O95551 whole entry, looked up): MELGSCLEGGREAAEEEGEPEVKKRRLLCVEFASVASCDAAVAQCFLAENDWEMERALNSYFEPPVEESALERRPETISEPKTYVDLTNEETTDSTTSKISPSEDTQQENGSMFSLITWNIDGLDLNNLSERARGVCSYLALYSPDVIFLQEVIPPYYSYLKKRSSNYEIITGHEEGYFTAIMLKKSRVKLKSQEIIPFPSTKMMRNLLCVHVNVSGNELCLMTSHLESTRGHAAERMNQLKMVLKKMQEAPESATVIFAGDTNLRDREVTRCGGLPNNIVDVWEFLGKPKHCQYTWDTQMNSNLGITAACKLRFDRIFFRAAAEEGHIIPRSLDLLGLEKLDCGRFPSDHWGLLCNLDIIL
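Read-out basis: percent inhibition. System: recombinant human TDP2. Buffer or medium: Mg2+-containing Tris-HCl buffer, pH 7.5. Repeats: single replicate. Timing: reaction 2 h, 37 °C. Benchmarks: high control without enzyme, low control DMSO plus TDP2. Probe or stimulus: 5 mM T5PNP. Doses: 12.8 µM only. Measured by: epi absorbance of p-nitrophenol freed from T5PNP by hydrolysis.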
Active calls of the source: *.

CN(C)c1nc2n(c(=S)n1)CCS2 was read as ADAM17 inh -1.6, ARFGAP1 inhibitor -3.6, proKLK7 act 0.4, ADAM10 inh 3.2, DDE Tn7 FP inh 1.0, LEDGF integ inh 0.5, ASAP1 GAP inh 7.3, DDE Tn6 FP inh 6.3, PLCg1 inh 2.6 and TDP2 inh 8.0.
`Cc1ccc(NC(=O)CN2C(=O)S/C(=C\c3cccn3-c3cccc(C(=O)O)c3)C2=O)cc1C` gave ADAM17 inh -0.5, ARFGAP1 inhibitor -4.9, proKLK7 act 0.6, ADAM10 inh -11.4, DDE Tn7 FP inh -0.5, LEDGF integ inh -1.2, ASAP1 GAP inh 18.3, DDE Tn6 FP inh 6.8, PLCg1 inh 0.3 and TDP2 inh 7.5.
For Cc1c(C)c2ccc(OC(C)C(=O)NCCCn3ccnc3)c(C)c2oc1=O (configuration not stated) the results were ADAM17 inh -62.8, ARFGAP1 inhibitor -2.8, proKLK7 act 0.0, ADAM10 inh -206.0, DDE Tn7 FP inh 0.1, LEDGF integ inh 2.1, ASAP1 GAP inh -11.1, DDE Tn6 FP inh 8.1, PLCg1 inh -16.1 and TDP2 inh 2.2.
For CCCOc1ccc(C(=O)N2CCCC2)cc1OC the results were ADAM17 inh 0.7, ARFGAP1 inhibitor -2.4, proKLK7 act -0.8, ADAM10 inh 15.2, DDE Tn7 FP inh 4.7, LEDGF integ inh 0.8, ASAP1 GAP inh -0.5, DDE Tn6 FP inh -6.7, PLCg1 inh 3.9 and TDP2 inh -11.5.
For OC(CN1CCOCC1)Cn1c2c(c3ccccc31)CCCC2 (configuration not stated) the results were ADAM17 inh -8.0, ARFGAP1 inhibitor 13.9, proKLK7 act 0.6, ADAM10 inh -12.9, DDE Tn7 FP inh -3.2, LEDGF integ inh -1.8, ASAP1 GAP inh 0.3, DDE Tn6 FP inh -5.8, PLCg1 inh -10.2 and TDP2 inh 1.7.
`CCN(C(=O)CSc1cccc[n+]1[O-])c1ccccc1` gave ADAM17 inh -0.3, ARFGAP1 inhibitor 2.2, proKLK7 act -0.1, ADAM10 inh -5.6, DDE Tn7 FP inh 3.1, LEDGF integ inh -3.0, ASAP1 GAP inh -7.8, DDE Tn6 FP inh -7.6, PLCg1 inh -0.6 and TDP2 inh -0.1.
CCCN(CCC)S(=O)(=O)c1cccc(C(=O)N=c2sccn2C)c1 was read as ADAM17 inh -0.6, ARFGAP1 inhibitor -0.2, proKLK7 act -0.4, ADAM10 inh -5.6, DDE Tn7 FP inh 4.0, LEDGF integ inh 1.6, ASAP1 GAP inh 4.6, DDE Tn6 FP inh 4.7, PLCg1 inh -35.7 and TDP2 inh -2.6.
For CCCCn1c(N)c(N(C(=O)CSc2nnnn2-c2ccc(C)cc2)C2CCCC2)c(=O)[nH]c1=O the results were ADAM17 inh -0.6, ARFGAP1 inhibitor -9.8, proKLK7 act 0.2, ADAM10 inh -2.1, DDE Tn7 FP inh 9.9, LEDGF integ inh -3.0, ASAP1 GAP inh -11.1, DDE Tn6 FP inh -1.3, PLCg1 inh -4.2 and TDP2 inh -0.4.
O=[N+]([O-])c1ccc2nc(-c3ccncc3)[nH]c2c1 was read as ADAM17 inh -1.4, ARFGAP1 inhibitor 2.0, proKLK7 act -0.1, ADAM10 inh 3.0, DDE Tn7 FP inh 1.8, LEDGF integ inh 45.7*, ASAP1 GAP inh -7.4, DDE Tn6 FP inh -4.7, PLCg1 inh 3.6 and TDP2 inh 10.3.
Screening CCC(c1nnnn1Cc1ccccc1)N1CCN(c2ccc(OC)cc2)CC1 (configuration not stated) returned ADAM17 inh -1.7, ARFGAP1 inhibitor 13.8, proKLK7 act 0.8, ADAM10 inh 4.3, DDE Tn7 FP inh 3.7, LEDGF integ inh 4.3, ASAP1 GAP inh 1.8, DDE Tn6 FP inh -1.4, PLCg1 inh 2.0 and TDP2 inh 3.4.
`O=C(CCc1nnc(CCCc2ccccc2)o1)NCCc1ccco1` gave ADAM17 inh 1.8, ARFGAP1 inhibitor -3.6, proKLK7 act -0.1, ADAM10 inh 1.6, DDE Tn7 FP inh -7.6, LEDGF integ inh 1.1, ASAP1 GAP inh 5.0, DDE Tn6 FP inh 5.8, PLCg1 inh 4.5 and TDP2 inh -16.9.
S=C(Nc1ccc(Br)cc1)Nc1ccc2c(c1)OCCO2 was read as ADAM17 inh -2.5, ARFGAP1 inhibitor -5.0, proKLK7 act 0.0, ADAM10 inh 0.2, DDE Tn7 FP inh 4.5, LEDGF integ inh -1.4, ASAP1 GAP inh 2.2, DDE Tn6 FP inh -1.4, PLCg1 inh -2.2 and TDP2 inh 15.8.
`CCOC(=O)c1c(C)[nH]c(C(=O)CN2C(=O)C(=O)N(CC(C)C)C2=O)c1C` gave ADAM17 inh 1.4, ARFGAP1 inhibitor -4.8, proKLK7 act -0.2, ADAM10 inh -3.2, DDE Tn7 FP inh 1.7, LEDGF integ inh -1.9, ASAP1 GAP inh 6.4, DDE Tn6 FP inh 5.2, PLCg1 inh 2.3 and TDP2 inh -4.7.
For CC(=O)Nc1cccc(NC(=O)c2ccc(C)c([N+](=O)[O-])c2)c1 the results were ADAM17 inh 0.5, ARFGAP1 inhibitor 4.4, proKLK7 act -0.8, ADAM10 inh -2.1, DDE Tn7 FP inh -2.7, LEDGF integ inh -2.6, ASAP1 GAP inh 18.6, DDE Tn6 FP inh 11.0, PLCg1 inh 0.4 and TDP2 inh -7.4.
Screening CCOC(=O)c1[nH]c(C)c(C(=O)N2CCCC(Nc3ccc(C)c(C)c3)C2)c1C (configuration not stated) returned ADAM17 inh -2.7, ARFGAP1 inhibitor -5.6, proKLK7 act 0.9, ADAM10 inh -3.9, DDE Tn7 FP inh 7.7, LEDGF integ inh -1.3, ASAP1 GAP inh 2.3, DDE Tn6 FP inh 0.2, PLCg1 inh -3.9 and TDP2 inh 13.9.
`Cc1ccccc1N1CCN(C2=NC(=O)/C(=C/c3cn[nH]c3-c3ccccc3)S2)CC1` gave ADAM17 inh -1.9, ARFGAP1 inhibitor -4.4, proKLK7 act 0.4, ADAM10 inh -7.3, DDE Tn7 FP inh 4.0, LEDGF integ inh -1.7, ASAP1 GAP inh -0.5, DDE Tn6 FP inh 8.3, PLCg1 inh 0.1 and TDP2 inh -8.5.
`Cc1ccc(C)c(S(=O)(=O)NCc2ccc(C(=O)N3CCN(C)CC3)cc2)c1` gave ADAM17 inh -5.5, ARFGAP1 inhibitor 9.1, proKLK7 act 0.3, ADAM10 inh -7.0, DDE Tn7 FP inh -6.7, LEDGF integ inh -0.7, ASAP1 GAP inh 16.8, DDE Tn6 FP inh -1.4, PLCg1 inh 0.0 and TDP2 inh 4.5.
`Cc1cccc(NC(=O)CSc2ccc(-c3cccnc3)nn2)c1` gave ADAM17 inh -0.7, ARFGAP1 inhibitor 0.9, proKLK7 act 0.1, ADAM10 inh -0.2, DDE Tn7 FP inh -0.9, LEDGF integ inh 1.3, ASAP1 GAP inh -2.8, DDE Tn6 FP inh -4.3, PLCg1 inh -1.3 and TDP2 inh 5.7.
For Cc1onc(-c2ccccc2)c1C(=O)NCCc1ccc(Cl)cc1 the results were ADAM17 inh -3.5, ARFGAP1 inhibitor 0.8, proKLK7 act 0.1, ADAM10 inh 3.3, DDE Tn7 FP inh -1.7, LEDGF integ inh -1.8, ASAP1 GAP inh -14.4, DDE Tn6 FP inh 6.4, PLCg1 inh 1.1 and TDP2 inh -7.0.
`CCOc1cc(/C=N/O)cc(Br)c1OCc1ccc(Cl)cc1` gave ADAM17 inh 8.9*, ARFGAP1 inhibitor 11.2, proKLK7 act 0.6, ADAM10 inh 25.1*, DDE Tn7 FP inh -4.7, LEDGF integ inh -0.7, ASAP1 GAP inh 22.0, DDE Tn6 FP inh 2.4, PLCg1 inh 2.0 and TDP2 inh -0.3.
For c1ccc(-n2cnnc2SCc2cn3ccccc3n2)cc1 the results were ADAM17 inh -4.1, ARFGAP1 inhibitor -3.4, proKLK7 act 0.2, ADAM10 inh 3.1, DDE Tn7 FP inh 5.3, LEDGF integ inh 1.8, ASAP1 GAP inh -5.0, DDE Tn6 FP inh 7.5, PLCg1 inh -3.0 and TDP2 inh -11.0.
`CCCCCc1c(C)nc(Nc2ccc(F)cc2)[nH]c1=O` gave ADAM17 inh -1.5, ARFGAP1 inhibitor 17.5, proKLK7 act 0.1, ADAM10 inh 1.9, DDE Tn7 FP inh -4.1, LEDGF integ inh -0.1, ASAP1 GAP inh -11.8, DDE Tn6 FP inh 10.5, PLCg1 inh 0.1 and TDP2 inh -2.5.
For COc1ccc(C(C#N)(CC(=O)O)c2cnccn2)cc1OC (configuration not stated) the results were ADAM17 inh -14.2, ARFGAP1 inhibitor 1.7, proKLK7 act -0.5, ADAM10 inh -57.3, DDE Tn7 FP inh 6.0, LEDGF integ inh 1.1, ASAP1 GAP inh 7.7, DDE Tn6 FP inh -0.4, PLCg1 inh -64.4 and TDP2 inh -3.5.
`COC(=O)CNC(c1ccccc1)c1cc(C)ccc1NC(=O)c1cccc(Cl)c1` (configuration not stated) gave ADAM17 inh 6.6, ARFGAP1 inhibitor 0.1, proKLK7 act -0.2, ADAM10 inh 12.7, DDE Tn7 FP inh -1.9, LEDGF integ inh -0.5, ASAP1 GAP inh -4.8, DDE Tn6 FP inh 2.6, PLCg1 inh 2.1 and TDP2 inh -3.3.
`CC(Oc1ccc(Cl)cc1Cl)c1nc(-c2ccc(NC(=O)c3cccnc3)cc2)no1` (configuration not stated) gave ADAM17 inh 1.0, ARFGAP1 inhibitor 3.6, proKLK7 act 0.6, ADAM10 inh 2.0, DDE Tn7 FP inh 7.8, LEDGF integ inh 0.4, ASAP1 GAP inh 14.5, DDE Tn6 FP inh 0.4, PLCg1 inh 0.0 and TDP2 inh -6.3.
Screening S=C(NCCCCN(Cc1ccc(Cl)cc1)c1ccc(Br)cn1)NCCCc1cnc[nH]1 returned ADAM17 inh 0.0, ARFGAP1 inhibitor 18.1, proKLK7 act -0.8, ADAM10 inh -0.8, DDE Tn7 FP inh -1.4, LEDGF integ inh 0.4, ASAP1 GAP inh 11.5, DDE Tn6 FP inh 2.7, PLCg1 inh 10.2* and TDP2 inh 1.8.
